# Compound activity (PubChem BioAssay)
# NPY-Y1 PAM-ag: potentiates or activates human NPY-Y1 receptor | NPY-Y1 expressing cells, potentiator/agonist activation | activation, % at 3.6 µM | actives 0.37% (n = 220,000) | AID 1304; in the data active = activation above about 33%, passing the limit was not always enough;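 also: cells stimulated with NPY at EC10 then isoproterenol at EC100; 0% = low agonist plus stimulus and 100% = saturating agonist plus stimulus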
# NPY2 pot ag: potentiates or activates human NPY-Y2 receptor | P49146 | cells expressing NPY-Y2, potentiator/agonist read-out | activation, % at 3.6 µM | actives 0.45% (n = 220,000) | AID 1359; in the data active = activation above about 27%;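 also: cells stimulated with NPY near EC25 plus isoproterenol at EC100; 0% = vehicle plus submaximal agonist and 100% = vehicle plus saturating agonist; some results beyond the cut were filed as inactive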
# S1P4 agonist: activates the human S1P4 receptor | O95977 | S1P4-expressing cell line, agonist reporter assay | activation, % at 4.98 µM | actives 0.35% (n = 220,000) | AID 1509; in the data active = activation above about 11%;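 also: 0% = DMSO vehicle and 100% = reference agonist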
# Target sequence (O95977 whole entry, looked up): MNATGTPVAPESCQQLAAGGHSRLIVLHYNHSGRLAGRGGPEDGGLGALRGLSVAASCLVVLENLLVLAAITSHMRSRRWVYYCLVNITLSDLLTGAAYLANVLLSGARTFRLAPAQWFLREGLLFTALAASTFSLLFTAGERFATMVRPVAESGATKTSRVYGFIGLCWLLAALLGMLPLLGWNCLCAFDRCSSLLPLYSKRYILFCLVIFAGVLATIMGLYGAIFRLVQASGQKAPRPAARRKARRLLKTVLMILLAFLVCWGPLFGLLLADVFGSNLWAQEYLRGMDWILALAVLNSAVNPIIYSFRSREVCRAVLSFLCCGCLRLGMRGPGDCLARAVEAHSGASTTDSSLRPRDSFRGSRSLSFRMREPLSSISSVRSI
# EP2 mod: modulators of human EP2 prostaglandin E2 receptor; P43116; EP2-expressing cells, cAMP HTRF FRET, PGE2 co-stimulation; induction, % at 25 µM; actives 0.83% (n = 260,000); AID 940;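 active = compounds whose cAMP rise, as percent of the full-agonist control response, exceeds 60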;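 also: rat C6 glioma line stably carrying human EP2 under a CMV promoter; the protocol text gives 20 µM as final concentration; 100% = response of wells given 1 µM PGE2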
# Target sequence (P43116 whole entry, looked up): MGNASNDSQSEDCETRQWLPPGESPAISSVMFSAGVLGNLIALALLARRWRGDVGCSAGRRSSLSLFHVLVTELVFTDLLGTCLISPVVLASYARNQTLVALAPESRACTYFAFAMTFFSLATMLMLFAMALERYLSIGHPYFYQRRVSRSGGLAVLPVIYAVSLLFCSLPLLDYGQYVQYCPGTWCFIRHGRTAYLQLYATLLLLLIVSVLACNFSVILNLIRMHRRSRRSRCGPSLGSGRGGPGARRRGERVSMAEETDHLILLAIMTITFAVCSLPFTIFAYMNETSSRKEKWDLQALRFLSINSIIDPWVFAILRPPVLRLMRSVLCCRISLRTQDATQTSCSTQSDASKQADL
# p97 ATPase inh: inhibitors of human p97 ATPase | actives 0.42% (n = 220,000) | recombinant p97 ATPase, Kinase-Glo ATP luminescence, 3 h | inhibition, % at 8 µM | AID 1481 | P55072; in the data active = inhibition above about 15%;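 also: 0% = DMSO vehicle and 100% = wells lacking enzyme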
# PGE2 EP2 inh: inhibitors of human EP2 prostaglandin E2 receptor; inhibition, % at 25 µM; AID 1422; C6 glioma cells expressing human EP2, cAMP TR-FRET; cells stimulated with saturating PGE2; P43116; actives 0.52% (n = 260,000);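 active = percent inhibition above 40 after rounding to a whole number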;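 also: rat C6 glioma host cells with rolipram phosphodiesterase inhibitor present; the protocol text gives 20 µM as final concentration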
# NPY-Y1 antag: antagonists of human neuropeptide Y receptor Y1 | P25929 | HEK293-CNG Y1 cells, membrane potential fluorescence; NPY at EC95, then isoproterenol | inhibition, % at 3.6 µM | actives 1% (n = 200,000) | AID 1040;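 active = inhibition above the campaign mean inhibition of all tested compounds plus 3 SD, cut at about 20% in these data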;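 also: 0% = DMSO wells given NPY plus isoproterenol and 100% = isoproterenol alone without NPY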
#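 System: HEK293 cells with Y1 receptor plus CNG channel / Probe or stimulus: NPY 25 nM then isoproterenol 1 µM plus Ro 20-1724 25 µM / Compound: one concentration, 3.6 µM, in 0.4% DMSO / Schedule: compound incubation 1 h at room temperature, readout 45 min post-stimulation / Measured by: membrane potential fluorescence / Read-out: % inhibition of NPY effect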
# eIF4E-4G inh: inhibitors of eIF4E and eIF4G interaction in translation initiation; P63073+Q04637; TR-FRET eIF4E-eIF4GI(517-606) binding, 2 h; inhibition, % at 21.7 µM; actives 0.37% (n = 220,000);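 active = inhibition above about 30%, limit read from the data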;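 also: 0% = full FRET control wells and 100% = background wells lacking eIF4GI fragment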
# S1P4 antag: antagonists of human S1P4 receptor; O95977; S1P4-expressing cells, antagonist mode, reporter read-out; inhibition, % at 4.98 µM; actives 0.26% (n = 220,000); AID 1510; in the data active = inhibition above about 29%;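 also: 0% = wells stimulated with agonist and 100% = vehicle wells without agonist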
# * hit, by the source's call; nt = not tested or not shown; & = joins results of further samples; [ ] = remark or other dose. An excerpt; the hit share may differ from the screen's.
# Each structure is followed by: NPY-Y1 PAM-ag	NPY2 pot ag	S1P4 agonist	EP2 mod	p97 ATPase inh	PGE2 EP2 inh	NPY-Y1 antag	eIF4E-4G inh	S1P4 antag
> O=C1N/C(=C\c2ccccc2)C(O)=C1C=NCc1ccccc1
    -19	-5	0.4	-5	2	2	-3	2[fluorescence artefact?]	0
> O=C(NC(NC(=S)Nc1ccc(Cl)cc1Cl)C(Cl)(Cl)Cl)c1cccc([N+](=O)[O-])c1 (stereo unspecified)
    56*	56*	0.3	-50	9	20	5	-13	0
> O=C(Cn1cncn1)N/N=C/c1cccnc1
    19	13	1.5	37	8	2	nt	3	-41
> Cc1ccc(CN2CCN(Cc3cn[nH]c3-c3ccccc3)CC2CCO)o1 (stereo unspecified)
    -11	-1	3.1	-2	-1	4	-4	-1	-7
> Cc1[nH]nc(N)c1-c1ccccc1
    10	-2	0.9	13	-1	13	-1	1	-18
> O=C(CSc1cccc2cccc(Cl)c12)NC1=NCCS1
    0	14	2.5	-19	-5	7	3	4	-30
> O=C(CCNC(=O)c1ccc([N+](=O)[O-])cc1)Nc1ccc(N2CCOCC2)cc1N1CCOCC1
    0	9	-0.7	13	4	5	3	3	-10
> CC(C)n1c(CN2CCN(C)CC2)nc2c1c(=O)n(C)c(=O)n2C
    2	-2	0.9	-4	6	4	1	nt	5
> O=C(Cn1cnc2ccccc2c1=O)N1CCOCC1
    16	1	0.3	15	2	11	0	9	-2
> O=S(=O)(/N=C(/NS(=O)(=O)c1ccccc1)c1ccccc1)c1ccccc1
    13	12	0.3	37	2	2	1	-4	-16
> Cc1nnc(NC(=O)CSc2nnc(Cc3cccn3C)n2CCc2ccccc2)s1
    -2	-8	2.0	10	-7	3	7	-6	0
> O=C(c1ccccc1)c1c[nH]c(C(=O)NCc2cccnc2)c1
    16	0	-1.3	-35	2	17	-5	0	6
> Nc1ncnc(SCc2c(F)cccc2Cl)n1
    10	0	1.1	15	7	9	nt	-5	5
> O=C(Nc1nnc(SCc2ccc(F)cc2)s1)C1CC(=O)N(Cc2ccccc2)C1 (stereo unspecified)
    -8	5	0.4	-48	2	8	9	4[fluorescence artefact?]	-1
> O=C(C1=C[C@H](c2coc3ccccc3c2=O)C[C@H](OCc2ccc(CO)cc2)O1)N1CCOCC1
    5	14	0.1	-30	3	10	-2	2	5
> O=C1C2C3C=CC(C3)C2C(=O)N1c1cccc2cccnc12 (stereo unspecified)
    -1	-1	1.3	14	-1	8	3	4	-10
> CCc1nn(C(C)C(=O)Nc2cccc(C)c2C)c(=O)c2cc3occc3n12 (stereo unspecified)
    -10	2	-0.1	2	2	-5	-2	-5	-22
> C=CCC1(CC=C)CCCN1C(=O)CC1C(=O)NCCN1Cc1cccc(OC)c1OC (stereo unspecified)
    -3	4	-2.9	-16	-6	4	1	4	10
> Cc1ccc(C(=O)n2nc(C#N)c(C#N)c2N)cc1
    -2	1	-0.8	22	-5	9	nt	0	0
> CCOC(=O)C1CCN(Cc2ccc(F)cc2F)CC1
    13	2	4.5	16	-4	7	9	1	-21

# The final two entries of the section before come first, to join the parts:
# Each structure is followed by: NPY-Y1 PAM-ag	NPY2 pot ag	S1P4 agonist	EP2 mod	p97 ATPase inh	PGE2 EP2 inh	NPY-Y1 antag	eIF4E-4G inh	S1P4 antag
> Cc1ccc(C(=O)n2nc(C#N)c(C#N)c2N)cc1
    -2	1	-0.8	22	-5	9	nt	0	0
> CCOC(=O)C1CCN(Cc2ccc(F)cc2F)CC1
    13	2	4.5	16	-4	7	9	1	-21
> Brc1ccc(CN2C3=NCCCN3c3ccccc32)cc1
    -20	-10	5.6	-8	4	3	13	-4[fluorescence artefact?]	-13
> O=C(/C=C/c1ccc(Cl)cc1)N(Cc1ccccc1)C1CCS(=O)(=O)C1 (stereo unspecified)
    0	7	2.3	6	0	11	0	6	-22
> OCC1(CCc2ccccc2)CCN(Cc2cnc(N3CCCC3)s2)CC1
    -9	-20	-1.0	-10	-4	3	11	-3	-6
> Nc1[nH]nc2nc(N3CCOCC3)nc(-c3ccccc3)c12
    12	1	2.6	20	2	6	1	-6	-53
> CN1CCC(=NNC(=O)CN(c2ccc(Oc3ccccc3)cc2)S(C)(=O)=O)CC1
    16	-14	-0.4	-1	3	0	-1	22[fluorescence artefact?]	-11
> O=C(Nc1cccnc1)c1ccc(COc2cc(Cl)ccc2Cl)o1
    54*	6	-0.5	-32	-3	27	-10	3	2
> CCN1CCN(C(c2cc(OC)c(OC)c(OC)c2)c2nnnn2C(C)C)CC1 (stereo unspecified)
    9	22	0.9	11	9	8	2	7	4
> CCCc1nc2scc(-c3ccccc3)c2c(=O)n1N
    -22	-17	-4.1	-9	3	9	6	0	-9
> Cn1c(CO)nc2cc(N)ccc21
    11	17	-0.2	17	2	6	-2	0	3
> O=C(C1CC1)N1N=C(C2CCCCC2)CC1(O)C(F)(F)F (stereo unspecified)
    11	-3	0.6	20	-1	7	1	0	10
> COc1ccc(N=c2oc3cc(O)ccc3cc2C(=O)NCC2CCCO2)c(OC)c1 (stereo unspecified)
    -20	-10	71*	4&-34	2	0&15	30*	3[fluorescence artefact?]	-51
> CC1Cc2cc(/C=C3/SC(=S)NC3=O)ccc2O1 (stereo unspecified)
    0	6	1.4	16	5	8	nt	-1	-16
> O=[N+]([O-])c1ccc(/C=N/N=C/c2ccc([N+](=O)[O-])o2)o1
    5	1	-0.9	-71	-3	30	-2	3	-14
> O=C(NCc1c(F)cccc1F)c1cc(COc2c(F)cccc2F)on1
    -18	-14	0.6	-27	-4	6	5	-1	-13
> CC(=O)Nc1nc2ccccc2n1CCN1CCOCC1
    5	-9	-0.2	15	1	9	5	-3[fluorescence artefact?]	-15
> N#C/C(=C/c1ccc(-c2ccccc2[N+](=O)[O-])o1)C(=O)NCCN1CCCCC1
    20	-7	-1.4	-29	12	11	nt	3	-8
> O=C1CCC/C(=N/NC(=O)c2ccc(NS(=O)(=O)c3cccs3)cc2)C1
    -17	-8	1.5	18	-3	4	1	1	-2
> Cc1ccccc1-n1c(-c2cccnc2)n[nH]c1=S
    6	-15	2.0	17	-1	9	3	-5	-7
> CCOc1ccccc1NC(=O)CCC(=O)O
    -11	4	-0.1	14	5	10	-3	0[fluorescence artefact?]	1
> O=C(Nc1ccccc1N1CCN(c2ccccc2)CC1)C12CC3CC(CC(C3)C1)C2
    -8	10	-0.1	68*	5	9	3	-5	-10

# (further entries)
# Each structure is followed by: NPY-Y1 PAM-ag	NPY2 pot ag	S1P4 agonist	EP2 mod	p97 ATPase inh	PGE2 EP2 inh	NPY-Y1 antag	eIF4E-4G inh	S1P4 antag
> CCc1sc(NC(=O)CCC(=O)O)nc1-c1cc2ccccc2oc1=O
    -7	1	1.4	17	-1	6	1	0	-8
> COC(=O)n1c(=O)oc2ccccc21
    4	13	0.0	-5	2	10	-3	4[fluorescence artefact?]	-26
> O=C(CCl)Nc1ccccc1C(=O)Nc1ccc2c(c1)OCO2
    5	1	-1.8	-3	6	10	nt	6	17
> O=C(Nc1ccc2c(c1)OCCO2)C1CCN(C(=O)c2ccccc2)CC1
    4	-2	-1.0	10	2	1	2	-16	-11
> Fc1ccc(COc2cccc3cccnc23)cc1
    -6	16	0.5	-6	1	7	3	-6	16
> Cc1cccc(C(=O)O)c1NC(=O)c1ccc(F)cc1
    0	0	-3.0	17	3	19	1	7	-12
> CCN(CC)S(=O)(=O)c1ccc(-c2csc(C)n2)cc1
    7	-5	-1.6	-15	-1	6	1	-3	-10
> CNC(=O)CSc1nnc(-c2cc3c(C)nn(-c4ccccc4)c3s2)n1C
    -19	-13	-0.6	nt	-2	nt	1	nt	-15
> Cc1cc2cc(C(c3nnnn3Cc3ccco3)N3CCc4ccccc43)c(=O)[nH]c2cc1C (stereo unspecified)
    0	3	0.8	5	4	6	2	-8	0
> CCN1CCN(c2ncc3c(n2)CC(c2cc(OC)c(OC)c(OC)c2)CC3=O)CC1 (stereo unspecified)
    -14	-1	-0.3	-13	0	12	9	0	-3
> COc1ccc(C(=O)COC(=O)/C=C/c2ccc(S(=O)(=O)Nc3cccc(S(N)(=O)=O)c3)cc2)cc1
    12	10	0.7	-25	-2	4	-6	-3	-3
> COc1ccc2nc(N3CCCC3)c(C#N)cc2c1
    8	12	0.4	29&0	4	8&9	4	15	0
> O=C(Nc1cccnc1)c1cnn2c(C(F)F)cc(C3CC3)nc12
    -4	-1	0.3	40	0	19	-3	-7[fluorescence artefact?]	-19
> Cc1ccc(S(=O)(=O)CC(=O)c2ccc(C)c([N+](=O)[O-])c2)cc1
    -22	-7	-0.1	2	-5	13	3	-5	-5
> Cc1cccc2nc(Cn3c(=O)n(CCCC(=O)NCc4ccco4)c(=O)c4ccccc43)cc(=O)n12
    -15	5	1.4	-21	3	6	-2	3	13
> COC(=O)COc1ccc(/C=C2/SC(=O)N(CC(=O)N3CCCC3)C2=O)cc1Br
    -5	3	1.2	-34	2	9	4	10	-15
> Cc1onc(-c2ccccc2)c1CNS(=O)(=O)c1ccc(F)cc1F
    21	-4	0.9	-7	4	10	nt	2	-8
> CCCc1ccc(OCC(=O)O)cc1
    -17	-16	1.9	11	3	4	-4	-1[fluorescence artefact?]	1
> O=C(NNC(=S)Nc1ccccc1)c1cccs1
    -4	3	1.5	40	6	4	-2	0	-5
> COCCCNC(=O)c1ccc(Cn2c(=O)c3ccccc3n(Cc3ccccc3C)c2=O)cc1
    1	8	0.2	42	-5	2	-7	-13	-12

# Continued:
# Each structure is followed by: NPY-Y1 PAM-ag	NPY2 pot ag	S1P4 agonist	EP2 mod	p97 ATPase inh	PGE2 EP2 inh	NPY-Y1 antag	eIF4E-4G inh	S1P4 antag
> COc1ccc(N2C(=O)CSC2c2cccs2)cc1 (stereo unspecified)
    8	11	2.6	25	10	9	-4	-3	3
> CCOc1ccc(C(=O)c2ccncc2)cc1
    -6	-8	1.1	6	4	1	-1	-2	-8
> O=C(Cn1ncc(Cl)c(Cl)c1=O)c1ccc(Cl)cc1
    3	20	-0.6	9	7	nt	-9	0	44*
> CC(=O)CSc1nnc(-c2ccc(S(=O)(=O)N3CCC(C)CC3)cc2)o1
    -5	-3	0.0	nt	-4	5	4	nt	-4
> O=C(CSCc1ccc(Cl)cc1)Nc1ccc2c(c1)OCCO2
    8	-6	0.3	-45	1	6	-1	-1	2
> Cc1cc(C)n2nc(SCC(=O)N/N=C/c3ccccc3F)nc2n1
    -15	10	2.2	21	5	7	3	8	-1
> CCOC(=O)c1cnn2cc(-c3[nH]ncc3[N+](=O)[O-])cnc12
    0	6	0.0	-2&9	3	8&0	1	7	-11
> N#Cc1ccccc1OCC(=O)C1CC1
    6	12	0.4	-30	0	7	nt	-6	2
> CC1=C/C(=C/N(C)c2ccccc2)C(=O)S1
    -16	6	-0.7	-1	5	8	-7	23	-6
> COc1cccc(C(=O)NCC(c2cccnc2)N2CCN(c3ccccc3OC)CC2)c1 (stereo unspecified)
    -7	18	1.0	-18	2	nt	-1	0	-16
> COc1ccc(N2C(=O)c3ccccc3NC2c2ccc(OC)c(Cn3nnc4ccccc43)c2)cc1 (stereo unspecified)
    -40	0	0.7	9	1	7	8	0	-7
> COc1ccc(C(=O)CCC(=O)Nc2cccnc2)cc1
    9	0	-0.3	-18&-20	2	11&10	3	-5	-15
> Fc1ccc(CO/N=C/C2=C(Cl)c3ccccc3CC2)cc1
    13	-6	-0.6	4	-5	15	2	2	-19
> O=C(CC1C(=O)NCCN1CC(c1ccccc1)c1ccccc1)NC1CC1 (stereo unspecified)
    4	-3	0.2	17	-1	5	-4	2	-8
